Screening data from PubChem BioAssay.
LDHA inh: LDHA (human) enzyme inhibition | AID 1347041 | actives 0.15% (n = 480,000) | purified LDHA, NADH/diaphorase-resazurin fluorescence; active compounds read low | activity change, % (values are at about 110 or 230 µM); in the data active = activity change below about -30%; inconclusive = mostly about -25% to -30%;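 also: plate controls were DMSO wells for no effect and wells without enzyme for full effect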
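Remaining NADH was detected by diaphorase (0.133 mg/mL) converting 37 µM resazurin to fluorescent resorufin, read at 0 and 20 minutes. The preceding 5-minute room-temperature reaction used 2 nM LDHA, 0.2 mM sodium pyruvate and 0.06 mM NADH at pH 7.4.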
Numbers without * were called inactive; ? = inconclusive. Not all compounds are listed; count on the stated rates, not on these rows.

SMILES	LDHA inh
O=S(=O)(c1ccc2c(c1)OCCO2)N1CCN(S(=O)(=O)c2ccc(F)cc2F)CC1	-10
CC1(C)CC(NC(=O)C2CCN(S(=O)(=O)c3ccc(C#N)cc3)CC2)CC(C)(C)N1	3
CC1CCCCN1C(=O)CN1CCN(C(=O)CCc2c[nH]c3ccccc23)CC1 (centres undefined)	2
CCCCc1c(-c2ccccc2OC)ncn1Cc1ccc(Cl)cc1	3
Cc1ccc2c(CSc3nncn3C)cc(=O)oc2c1	-1
CCN(CC)c1ccc(C=Nc2ccc(Nc3ccccc3)cc2)cc1	-2
CC(=O)NN=C1CCC(C(C)(C)C)CC1 (centres undefined)	0
O=C(NCc1ccccn1)C1CCN(C(=O)c2ccc(C(F)(F)F)cc2)CC1	0
CCCCCN1CCN(c2nc3c(c(=O)[nH]c(=O)n3C)n2Cc2ccccc2F)CC1	5
COC(=O)C[C@@H]1CC[C@H](NC(=O)Nc2ccc(OC)cc2)[C@@H](CO)O1	3
O=C1N/C(=C\c2ccco2)C(=O)N1Cc1ccccc1	1
Cc1cc(OC(=O)c2ccc(CSc3ccc(Cl)cc3)cc2)ccc1C(C)C	1
O=c1oc2ccccc2c(N2CCCC2)c1NS(=O)(=O)c1ccc(F)cc1	0
CN(C(=O)COC(=O)c1csc(NCc2ccccc2)n1)c1ccccc1	-18
NNc1ccc(F)cc1F	5
COc1cc(/C=N/O)cc(I)c1O	10
COc1ccc2[nH]cc(C3CC(=O)Oc4c3c(=O)n(C)c3ccccc43)c2c1 (centres undefined)	-1
Cc1ccc(S(=O)(=O)N(CC(=O)N2CCN(C(=O)c3ccco3)CC2)Cc2ccco2)cc1C	3
S=C(NCCc1c[nH]c2ccccc12)Nc1ccc(Br)cc1	-2
CC1(C)CC(NC(=S)NC2CCCCC2)CC(C)(C)N1	-5

Fetched by compound from above:
SMILES	LDHA inh
O=c1oc2ccccc2c(N2CCCC2)c1NS(=O)(=O)c1ccc(F)cc1	0
Cc1ccc(S(=O)(=O)N(CC(=O)N2CCN(C(=O)c3ccco3)CC2)Cc2ccco2)cc1C	3

Further results:
SMILES	LDHA inh
COC(=O)c1ccc(COC(=O)c2ccc(O)cc2)o1	13
Cc1ccc(-c2cnoc2NC(=O)CSc2nc3c(c(=O)[nH]2)CCC3)cc1	5
Cc1c(C=O)c(C=O)c(C)n1-c1ccc(F)cc1	-7
CCCOc1nc2ccccc2nc1N1CCC(C(=O)Nc2ccc(C(N)=O)cc2)CC1	-4
O=C(COC(=O)c1cccnc1Nc1cccc(C(F)(F)F)c1)NCc1ccccc1Cl	-5
Cc1oc(-c2cccs2)nc1CC(=O)Nc1cccc(C(=O)N(C)C)c1	8
Cn1nc(C(=O)OCC(=O)Nc2ccc(S(=O)(=O)N3CCCCC3)cc2)c2ccccc2c1=O	-2
Brc1ccccc1OCc1noc(-c2ccco2)n1	0
O=C(CCc1nnc2ccc(N3CCCCC3)nn12)N1CCCC1	-1
CCNc1nc(-c2[nH]c(C)c(C(=O)OC)c2C)cs1	-25
COc1cccc(C(=O)NCC(=O)NCc2ccc3cc(OC)ccc3c2)c1	11
O=C(Cn1nc(C(=O)O)c2ccccc2c1=O)Nc1ccc(Cl)cc1	3
Cc1ccccc1NC(=O)Cn1c(=O)c2cccn2c2ccccc21	-9
Cc1nc(Nc2nc3ccccc3s2)ncc1C(=O)Nc1cccc(C(F)(F)F)c1	6
Cc1cc(C)c(C#N)c(SCc2cc(=O)oc3cc(C)c(O)cc23)n1	7
COc1cccc(OC)c1C(=O)Nc1c(NC2CCCC2)c2ccccc2oc1=O	5
Cc1cccc2c(=O)c(-c3ccccc3)c(NC(=O)c3ccc([N+](=O)[O-])cc3)oc12	-4
CC(=O)NNC(=S)Nc1cccc(Cl)c1Cl	-13
Cn1cc2c(C(F)(F)F)cc(=O)n(CCC(=O)O)c2n1	1
Cn1ccnc1COc1ccc(CSc2nnnn2C(C)(C)C)cc1	0
Cc1cccc(C)c1-n1nnnc1C1(C)CCC(=O)N1CC(F)(F)F (centres undefined)	-12
Cc1ccc(C(=O)N/N=C/C(C)c2ccccc2)c(C)c1 (centres undefined)	7
COc1ccc2c(c1)CCCN2C(=O)c1cc2ccc(Cl)cc2nc1C	-2
CCn1c(CN2CCOCC2)nnc1SCC(=O)c1cc(C)n(CC)c1C	1
CCN1CCN(Cc2nc3c(c(=O)n(C)c(=O)n3C)n2Cc2ccc(F)cc2)CC1	5
COc1ccc(NC(=O)CCc2c[nH]c3ccccc23)cc1	6
Cc1cc(C(=O)CSc2nnc(CN3CCCC3)n2-c2ccccc2)c(C)n1C	2
Cc1cc(C)n(-c2nc(-c3ccccc3)cc(=O)n2CC(=O)Nc2cccc(C)c2C)n1	-1
Cc1ccc(CNC(=S)NC(C)C(C)(C)C)cc1 (centres undefined)	0
COCc1cnc2c(c1SCC(=O)NCc1ccccc1Cl)c(=O)n(C)c(=O)n2C	-2
CC1CCC2(CC1)NC(=O)N(NC(=O)CSc1ncnc3ccccc13)C2=O (centres undefined)	-2
COP(=O)(OC)c1nc(-c2ccc([N+](=O)[O-])cc2)oc1NCc1ccc(F)cc1	6
O=C(/C(=C/c1ccc(Cl)cc1)c1nc2ccccc2o1)c1ccccc1	-1
O=S(=O)(CCc1ccccc1)c1ccccc1	0
Cc1csc(SC2=CS(=O)(=O)c3ccccc32)n1	-1
CC(C)c1ccc(NC(=O)c2cc3c(s2)CCC3)cc1	7
COC(=O)c1ccc(NC(=O)COc2c(C)[nH]ccc2=O)cc1	0
Cc1cccc(NC(=O)CSc2nnc(Cc3cccn3C)n2-c2ccc(F)cc2)c1	7
COc1ccc(-c2coc3cc(OC(=O)c4ccco4)ccc3c2=O)cc1	?
CN1CCN(C(C(=O)O)c2cn(Cc3ccccc3)c3cc(C(=O)O)ccc23)CC1 (centres undefined)	0
CCOC(=O)N1CCN(Cc2nc3cc(NC(=O)c4ccc(C)cc4)ccc3n2C)CC1	?
O=C(COc1ccccc1Cl)Nc1cccc(-c2nc3ccccc3o2)c1	-1
Cc1ccc(C(=O)c2cccc(C(=O)c3ccc(C)c(C)c3)c2)cc1C	-16
CCOc1cc(Cl)c(/C=C/C(=O)O)cc1OC	11
Cn1c(=O)c2c(ncn2CCC(=O)NCc2ccc(F)cc2)n(C)c1=O	8
CC1CCN(c2nc3c(c(=O)n(C)c(=O)n3C)n2Cc2cccc(C(F)(F)F)c2)CC1	11
CC(=O)c1c(OS(=O)(=O)c2ccccc2-c2ccccc2)ccc2c(C)cc(=O)oc12	-6
Cc1ccccc1CC(=O)NC1CCCC1	5
O=C(Cc1n[nH]c(=O)c2ccccc12)Nc1ccc(F)cc1F	-1
Cc1ccc(Br)cc1[N+](=O)[O-]	0

Ordered by molecular weight (rising): some entries from above.
SMILES	LDHA inh
Cc1ccc(Br)cc1[N+](=O)[O-]	0
O=S(=O)(CCc1ccccc1)c1ccccc1	0
CC(C)c1ccc(NC(=O)c2cc3c(s2)CCC3)cc1	7
Cc1csc(SC2=CS(=O)(=O)c3ccccc32)n1	-1
O=C(Cc1n[nH]c(=O)c2ccccc12)Nc1ccc(F)cc1F	-1
COC(=O)c1ccc(NC(=O)COc2c(C)[nH]ccc2=O)cc1	0
Cc1ccc(C(=O)c2cccc(C(=O)c3ccc(C)c(C)c3)c2)cc1C	-16
Cn1c(=O)c2c(ncn2CCC(=O)NCc2ccc(F)cc2)n(C)c1=O	8
O=C(/C(=C/c1ccc(Cl)cc1)c1nc2ccccc2o1)c1ccccc1	-1
COc1ccc(-c2coc3cc(OC(=O)c4ccco4)ccc3c2=O)cc1	?
O=C(COc1ccccc1Cl)Nc1cccc(-c2nc3ccccc3o2)c1	-1
CN1CCN(C(C(=O)O)c2cn(Cc3ccccc3)c3cc(C(=O)O)ccc23)CC1 (centres undefined)	0
COP(=O)(OC)c1nc(-c2ccc([N+](=O)[O-])cc2)oc1NCc1ccc(F)cc1	6
CC(=O)c1c(OS(=O)(=O)c2ccccc2-c2ccccc2)ccc2c(C)cc(=O)oc12	-6
CC1CCN(c2nc3c(c(=O)n(C)c(=O)n3C)n2Cc2cccc(C(F)(F)F)c2)CC1	11
Cc1cccc(NC(=O)CSc2nnc(Cc3cccn3C)n2-c2ccc(F)cc2)c1	7

Following part.
SMILES	LDHA inh
O=C(NCCc1ccccc1)c1nc(-c2ccc3[nH]ccc3c2)no1	-1
Cc1nc2nc(SCC(=O)c3ccc(F)cc3)[nH]c2cc1Br	4
COc1ccc(C(=O)C2CC(=O)Nc3c2c(C)nn3-c2cccc(C)c2C)cc1F (centres undefined)	3
COC(=O)Cc1csc(NC(=O)Cc2c(C)c3ccc(OC)cc3oc2=O)n1	-2
CCOC(=O)C(O)(c1ccc(N(C)C(=O)Nc2ccc(Cl)cc2)cc1)C(F)(F)F (centres undefined)	-1
Cc1n[nH]c(C)c1C(=O)CC1(O)C(=O)N(CCc2ccccc2)c2ccccc21 (centres undefined)	4
O=C(O)/C=C/c1ccccc1Br	-4
CCCCCn1c(NC)nc2c1c(=O)[nH]c(=O)n2C	2
CCCc1c(C)nc2ncnn2c1Nc1ccc(C)cc1	-2
O=C(Nc1ccc2c(c1)OCCO2)C(c1ccccc1)n1c(=O)c(-c2ccco2)nc2ccccc21 (centres undefined)	3
CCOc1cccc(C(=O)Nc2scc(-c3ccccc3Cl)c2C(=O)OC)c1	1
COc1ccc(/C(C)=N/N=C(\C)c2ccc(OC)c(Br)c2)cc1Br	3
Cc1ccc(OCC(=O)NCCN2CCN(S(=O)(=O)c3ccc(C)cc3)CC2)cc1	-12
COc1ccccc1-c1cc(=O)c2cc(NC(=O)c3ccccc3Br)ccc2o1	-2
Cc1ccccc1CC(CC(=O)O)C(=O)O (centres undefined)	13
Cc1cccc(CN2CCN(S(=O)(=O)c3cnn(C)c3)CC2)c1	4
CCCCn1nc(C(=O)NCC(F)(F)F)c2ccccc2c1=O	-6
COC(=O)C[C@@H]1C=C[C@@H](NS(=O)(=O)c2ccc(OC)cc2)[C@@H](CO)O1	-1
COc1ccc(/C=C/c2nc(C#N)c(NCCCn3ccnc3)o2)cc1OC	-1
Cc1ccc(NS(=O)(=O)c2ccc(N3CCCC3=O)cc2)cc1C	-3
Cc1cc([N+](=O)[O-])ccc1N=C/C(Br)=C/c1ccccc1	34
CCCCCn1nc(C(=O)NCc2ccc(Cl)cc2)c2ccccc2c1=O	5
O=C(c1nc(-c2cccnc2)no1)N1CCN(c2ccccc2)CC1	-14
COc1ccc(NC(=O)CSc2nc3ccc(NC(=O)c4ccccc4F)cc3s2)cc1	7
Cc1ccc(NC(=O)CSc2nc3cc([N+](=O)[O-])ccc3o2)cc1	4
Cc1ccnc(SCc2nc3cc(NS(=O)(=O)c4ccc(Cl)cc4)ccc3n2C)n1	3
CC(Sc1ncnc2nc[nH]c12)c1ccccc1 (centres undefined)	1
N#Cc1nc(COc2cccc(Cl)c2)oc1N1CCCCCC1	-1
CCOc1ccc(/C(O)=C2\C(=O)C(=O)N(c3nccs3)C2c2ccc(OC)cc2)cc1 (centres undefined)	-4
COc1ccc(Br)cc1COc1ccc(C#N)cc1	-6
O=C(NNC(=O)C1CCCCC1)c1ccc(Cl)cc1	-20
CC(C)c1ccc2c(c1)CCCN2C(=O)c1cnc2c(cnn2C(C)C)c1	-3
COc1ccc(C2Oc3c(C(C)(C)C)cc(C(C)=O)c4c(OC(C)=O)c(C(C)(C)C)cc2c34)cc1OC (centres undefined)	7
c1ccc(C[C@H]2CN=C(Nc3ccccc3)N2CC2CCCC2)cc1	-5
COc1nc2ccccc2nc1N1CCC(C(=O)Nc2cc(C)cc(C)c2)CC1	7
CC1CCC(NC(=O)CSc2nnc(C(C)C)o2)CC1 (centres undefined)	1
CC1=C(C(=O)Nc2ccc(Cl)cc2C(=O)NCCc2cccs2)SCCO1	-11
CCN(CC)S(=O)(=O)c1ccc2nc(N)sc2c1	0
Cc1cc(C)c(NC(=O)c2cc3ccccc3oc2=O)c(C)c1	1
CS(=O)(=O)N1CCN(c2nc(-c3ccc(Br)cc3)cs2)CC1	-2
COc1cc(OC)c(NC(=O)c2nc3ccccc3nc2N2CCCC2)cc1Cl	-1
COC(=O)[C@]12CCCCC=C1N(Cc1cccc3ccccc13)C(=O)[C@H](CC(=O)NCc1cccc3ccccc13)C2	1
N#CC1=C(N)OC(c2ccccc2)=C(C(=O)c2ccccc2)C1c1ccccc1 (centres undefined)	6
Cn1c(SCc2csc(-c3ccccn3)n2)nnc1C1CC1	8
Cc1ccc2c(CN3CCC(O)CC3)cc(=O)oc2c1C	2
CC1CC1C(=O)NCCSCc1cccs1 (centres undefined)	4
COc1ccc2ccc(OC(=O)CCNC(=O)C(C)(C)C)cc2c1	2
COc1c(C)cnc(CN2CCN(C(C(=O)O)c3c[nH]c4ccc(CO)cc34)CC2)c1C (centres undefined)	10
COc1cc(OC)cc(C2=Cc3ccccc3C(CC(C)=O)N2c2ccc(-c3cccs3)cc2)c1 (centres undefined)	19
CCC(=O)Nc1ccccc1C(C)(C)C	-6

Next section.
SMILES	LDHA inh
CCOc1ccccc1Oc1c(C(F)(F)F)oc2cc(OC(=O)C(C)C)ccc2c1=O	2
Cc1ccc(C2CCCN2C(=O)c2cc(-c3cccs3)on2)cc1 (centres undefined)	-15
Cc1ccc(C(=O)Nc2nc(-c3nnn(-c4ccc(F)cc4F)c3C)ns2)cc1C	3
C=C(C)COc1ccc(C(=O)Nc2ccccc2)cc1	-5
C/C(=N\NC(=O)c1cccs1)c1cccc2ccccc12	-19
CCCc1nc(C#N)c(N2CCN(c3ccccc3)CC2)o1	8
COc1ccc2c(c1)cc(C(=O)Nc1cccc(C)c1C)n2C	11
CCCn1nc(C(=O)OCC(=O)N2CCc3ccccc32)c2ccccc2c1=O	6
CN1CCN(Nc2nn3c(=O)c4ccccc4nc3s2)CC1	3
O=C(N/N=C\c1cccs1)c1ccccn1	-17
Cc1ccc(Cc2sc(N)nc2C)cc1	5
COC(=O)c1c(COc2ccc(C)nc2[N+](=O)[O-])nc2ccccc2c1-c1ccccc1	2
CCCCOc1ccc2cc(C(=O)N3CCC(C(N)=O)CC3)[nH]c2c1	4
Cc1nc2ccc(NC(=O)C3CCCC3)cc2s1	1
CCCn1nc(C(=O)N(CCOC)Cc2cccs2)c2ccccc2c1=O	-4
Oc1c(Cl)cccc1C=Nc1cc(C(F)(F)F)ccc1Oc1ccccc1	14
Cc1ccc(-c2cnc(CCC(=O)NCCN3CCOCC3)o2)cc1C	-5
